GSIS activator = GLuc luminescence reporter in INS-1E cells, primary screen for activators of glucose-dependent secretion of insulin | activation, % at 16.6 µM | 0.61% of 370,000 active | INS-1E GLuc reporter insulin secretion, 2-3 h;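 active = lowest replicate activation of at least 40%, so every replicate reaches that level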;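 also: 0% = median of neutral control wells and 100% = median of IBMX positive control wells; some compounds called inactive have numbers as strong as hits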
LGR2 inh = blocks bursicon-induced cAMP signaling via Drosophila LGR2; HEK293 LGR2, CRE-luciferase, bursicon-stimulated, 4 h; inhibition, % at 9.99 µM; 0.35% of 380,000 active; AID 720647;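 active = drop in luminescence signal, shown as inhibition above about 50% in the replicate tests, limit read from the data, passing the limit was not always enough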;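 also: agonist challenge used bursicon conditioned medium at about half maximal strength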
C2C12 statin = suppression of simvastatin myotoxicity. C2C12 myotubes + simvastatin, ATP luminescence, 48 h; scaled: DMSO 0, geranylgeraniol control 100. rescue of ATP level, % at 7.49 µM. 0.78% of 330,000 active;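 active = mean ATP rescue above about 67%, or every replicate alone reaching that limit, limit read from the data, passing the limit was not always enough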;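 also: myotubes were challenged with 10 µM simvastatin during compound exposure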
PGC1a acetyl inh = lowers PGC1a acetylation signal in U2OS cells; AlphaScreen anti-acetyl-lysine; with virally co-expressed GCN5 acetyltransferase; inhibition, % at 15.6 µM; 0.17% of 350,000 active; AID 651687;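 active = every replicate shows inhibition of at least 40%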;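 also: 0% = neutral control wells and 100% = positive control wells; some results beyond the cut were filed as inactive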
ARNT-TACC3 inh = disrupts binding between human ARNT and TACC3 | AID 623870 | Q9Y6A5 | inhibition, % at 9.99 µM | 0.66% of 390,000 active | AlphaScreen His-ARNT PAS-B/GST-TACC3 binding, luminescence; TACC3 fragment carries E629A point mutation;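 active = mean inhibition of replicates at least 50% and at least half of replicates each reaching 50%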;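 also: 0% = complete ARNT plus TACC3 wells and 100% = ARNT alone without TACC3; many hits fall short of the cut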
PglD inh = PglD (C. jejuni) enzyme inhibition. purified PglD enzyme, DTNB colorimetric CoA detection. inhibition, % at 12.5 µM. 0.098% of 360,000 active. AID 602405; in the data active = inhibition above about 16%, passing the limit was not always enough; also: strong numbers were not always called active
PAX8 inh HTS = PAX8 transcriptional activity inhibition; RMG-I TPO-luciferase reporter, SteadyGlo, 24 h; inhibition, % at 12.6 µM; 1.2% of 360,000 active; AID 652154;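 active = mean replicate inhibition at least 60% with every replicate also reaching 60%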;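 also: luciferase light reporting Pax8 driven TPO promoter activity; plate controls were median of neutral control wells for no effect and mitoxantrone controls for full effect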
Cneo AK release = Cryptococcus neoformans lysis via adenylate kinase release; C. neoformans lysis, adenylate kinase release luminescence, 4 h; normalised: neutral wells 0, clomiphene wells 100; lysis activity, % at 15 µM; 0.2% of 360,000 active;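 active = mean lysis activity across replicates of at least 80%, whatever share of replicates individually reach that level; inactive = mean lysis activity below 80%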
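Material – Cryptococcus neoformans yeast cells · Quantity – 5 × 10^6 yeast cells/mL · Buffer or medium – YPD medium · Compound – single dose · Timing – 4 h static compound exposure, 37 °C, read 1 h post-reagent · Signal – adenylate kinase release luminescence · Read-out basis – lysis from increased AK signal · Benchmarks – Clomiphene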
Active calls of the source: *; · = no result given.

SMILES	GSIS activator	LGR2 inh	C2C12 statin	PGC1a acetyl inh	ARNT-TACC3 inh	PglD inh	PAX8 inh HTS	Cneo AK release
CC(C)C(=O)Nc1ccc(S(=O)(=O)N2CCC(c3nc4ccccc4[nH]3)CC2)cc1	-32	1	-4	7	-5	-2	1	3
O=C(Nc1cccc(Cl)c1)N1C[C@@H]2[C@H](c3ccccc31)[C@H](CO)N2CC1CCCCC1	-4	-13	-45	0	4	1	-10	-7
C/C(=N\NC(=O)c1cccc(Cl)c1)c1cccc(NC(=O)C(C)C)c1	·	·	-21	26	-2	-6	-17	3
CC1(C)CCCC2=C1CC1C(=O)N(N)C(=O)C1C2 (configuration not stated)	-9	0	·	-5	0	·	-18	·
N/C(=N\OC(=O)c1cccs1)c1ccccc1	45	-2	19	-3	·	-6	-149	-3
COc1ccc(-c2nn(-c3ccccc3)cc2C(=O)N(C)CC(=O)Nc2ccc(N3CCOCC3)cc2)cc1	5	-8	1	·	2	1	3	2
CC(C)(C)c1csc(NC(=O)C2=COCCO2)n1	18	-85	2	-7	5	-1	-190	-1
O=C(c1cccc(F)c1)N1C[C@@H]2[C@H](c3ccccc31)[C@@H](CO)N2C(=O)Cc1ccccc1	-13	3	-20	-8	0	0	1	12
O=C(COC(=O)C1CCCCC1)Nc1cccc(F)c1	17	14	3	1	-4	3	1	1
COc1ccc(NC(=O)N(C)C[C@@H]2OCCCC[C@@H](C)Oc3ccc(NS(=O)(=O)c4ccccc4)cc3C(=O)N([C@@H](C)CO)C[C@@H]2C)cc1	-8	-2	·	10	4	0	-6	1
Cc1nc(N(C)C2CCCCC2)c2nnn(Cc3ccc(F)cc3)c2n1	3	-12	-19	17	·	-3	14	1
CN(C)c1ccc([N+](=O)[O-])cc1C(=O)NCC(c1ccco1)N(C)C (configuration not stated)	9	-4	-8	·	17	-5	6	3
O=C(NNc1ccccc1)Nc1cc(Cl)ccc1Cl	-10	2	5	9	·	·	13	·
COc1ccc2c(c1)CC/C(=C\c1ccc(OC)c(Cn3cccn3)c1)C2=O	·	·	-13	-7	9	1	·	-4
Cc1noc(C)c1NC(=O)Nc1cccc2c1O[C@@H](CN(C)S(C)(=O)=O)[C@@H](C)CN([C@@H](C)CO)C2=O	-38	0	·	1	·	·	-13	·
COc1cccc(OCC(O)CN(CCO)Cc2ccccc2)c1 (configuration not stated)	7	-16	-14	2	-4	-7	·	-1
O=C1CC(c2cccs2)c2cc3c(cc2N1)OCO3 (configuration not stated)	·	·	116*	5	-2	-1	-7	-7
C[C@@H]1CN([C@H](C)CO)C(=O)Cc2cc(NC(=O)CCC(F)(F)F)ccc2O[C@H]1CN(C)C(=O)Nc1ccc(F)cc1	14	16	3	-7	-10	3	-17	-1
Cn1cc(S(=O)(=O)NCc2ccc(F)cc2)c(=O)n(C)c1=O	9	0	·	2	-9	1	-10	0
COc1ccccc1Cc1nc2ccccc2n1S(=O)(=O)c1ccc(Cl)cc1	17	-5	·	-10	-15	1	-19	3
COc1ccc(NC(=O)N(C)C[C@@H]2OCCCC[C@H](C)Oc3ccc(NC(=O)Nc4ccc(C(F)(F)F)cc4)cc3C(=O)N([C@@H](C)CO)C[C@H]2C)cc1	2	21	-17	0	11	-1	5	0
Cc1cccc(C)c1NC(=O)CN(C)C(=O)c1cc(S(=O)(=O)N(C)C)ccc1N1CCCC1	-3	4	1	-72	-2	-3	-23	-2
Cc1cccc(C)c1NC(=O)CNC(=O)C(C)N1CCCCC1 (configuration not stated)	13	10	2	8	7	3	1	2
Cc1nn(CC(=O)NNC(=O)c2cccc(Br)c2)c(C)c1[N+](=O)[O-]	6	-11	·	-2	-2	-2	5	0
COc1ccc(N(C(=O)c2snc(C(N)=O)c2N)C(C(=O)NC2CCCC2)c2cc(OC)ccc2OC)cc1 (configuration not stated)	-1	0	-32	1	·	0	24	1
C[C@@H]1CN([C@H](C)CO)C(=O)Cc2cc(NC(=O)Cc3cn(C)c4ccccc34)ccc2O[C@H]1CN(C)S(C)(=O)=O	-2	10	10	4	-1	5	-20	1
COc1ccc(NC(=O)CN(C)C(=O)c2oc3ccccc3c2C)cc1	-13	14	·	·	-2	·	14	·
c1ccc2c3c([nH]c2c1)-c1[nH]ncc1CC3	·	·	-31	-2	18	2	·	6
Cc1ccc(OCCC(=O)OCC(=O)Nc2ccc(N3CCOCC3)cc2)cc1	11	8	-1	·	-2	-5	-13	2
CC(C)NC(=O)Nc1cccc2c1O[C@@H](CN(C)C(=O)Nc1cccc3ccccc13)[C@@H](C)CN([C@@H](C)CO)C2=O	8	-11	-21	4	-1	-4	20	5
CCCNC(=O)C[C@H]1CC[C@H]2[C@@H](COC[C@@H](O)CN2C(=O)c2ccccn2)O1	26	0	5	-1	4	0	-19	1
O=C(Nc1ccc(Br)cn1)c1ccc(Cl)s1	-5	-110	-26	·	-10	2	-242	-1
COc1ccccc1-c1ccc2c(c1)[C@@H]1[C@@H](CCN1C(=O)C1CCC1)[C@H](CO)N2	14	17	·	-5	·	·	41	·
Brc1ccc(-c2csc(N3CCC(c4ccccc4)C3)n2)cc1 (configuration not stated)	·	·	·	·	9	3	-39	2
CC(O)(c1cccc(F)c1)c1nc(-c2cc3ccccc3o2)cs1 (configuration not stated)	·	-43	1	-15	·	-6	6	-5
C1CCCCCC(NCCN2CCNCC2)CCCCC1	84	-7	-5	-28	14	·	10	·
CSCCC(NC(=O)c1ccco1)C(=O)N1CCN(C(c2ccccc2)c2ccccc2)CC1 (configuration not stated)	-29	6	61	-4	3	3	-3	·
CSCCC(NS(=O)(=O)c1ccc(C)cc1)C(=O)N1CCCC1 (configuration not stated)	28	0	7	·	·	-2	-1	-1
CNC(=O)Cc1nc2ccccc2n1CC(=O)Nc1cc(C)cc(C)c1	14	4	4	·	-9	-10	9	20
CC(C)NC(=O)Nc1cccc2c1O[C@H](CN(C)Cc1ccncc1)[C@@H](C)CN([C@H](C)CO)C2=O	-4	·	-11	-3	4	-4	-6	3

Reformatted field by field: entries from further up.
Cc1noc(C)c1NC(=O)Nc1cccc2c1O[C@@H](CN(C)S(C)(=O)=O)[C@@H](C)CN([C@@H](C)CO)C2=O
- GSIS activator: -38
- LGR2 inh: 0
- C2C12 statin: ·
- PGC1a acetyl inh: 1
- ARNT-TACC3 inh: ·
- PglD inh: ·
- PAX8 inh HTS: -13
- Cneo AK release: ·

COc1cccc(OCC(O)CN(CCO)Cc2ccccc2)c1 (configuration not stated)
- GSIS activator: 7
- LGR2 inh: -16
- C2C12 statin: -14
- PGC1a acetyl inh: 2
- ARNT-TACC3 inh: -4
- PglD inh: -7
- PAX8 inh HTS: ·
- Cneo AK release: -1

O=C1CC(c2cccs2)c2cc3c(cc2N1)OCO3 (configuration not stated)
- GSIS activator: ·
- LGR2 inh: ·
- C2C12 statin: 116*
- PGC1a acetyl inh: 5
- ARNT-TACC3 inh: -2
- PglD inh: -1
- PAX8 inh HTS: -7
- Cneo AK release: -7

C[C@@H]1CN([C@H](C)CO)C(=O)Cc2cc(NC(=O)CCC(F)(F)F)ccc2O[C@H]1CN(C)C(=O)Nc1ccc(F)cc1
- GSIS activator: 14
- LGR2 inh: 16
- C2C12 statin: 3
- PGC1a acetyl inh: -7
- ARNT-TACC3 inh: -10
- PglD inh: 3
- PAX8 inh HTS: -17
- Cneo AK release: -1

(further entries)
SMILES	GSIS activator	LGR2 inh	C2C12 statin	PGC1a acetyl inh	ARNT-TACC3 inh	PglD inh	PAX8 inh HTS	Cneo AK release
Cc1ccc(S(=O)(=O)Nc2ccc3c(c2)C(=O)N([C@H](C)CO)C[C@@H](C)[C@@H](CN(C)C(=O)NC2CCCCC2)OCCCC[C@@H](C)O3)cc1	-19	2	·	-18	17	1	6	2
COc1cc(OC)cc(C(=O)NC2CCN(CCCOc3ccccc3)CC2)c1	-12	8	-9	-2	-1	-1	3	-2
C[C@@H]1CCCCO[C@@H](CN(C)Cc2ccc(Cl)c(Cl)c2)[C@@H](C)CN([C@H](C)CO)C(=O)c2cc(NC(=O)Nc3cccc4ccccc34)ccc2O1	9	-5	·	0	-14	14	-7	-3
Cc1ccc(SCC(=O)NC2CCS(=O)(=O)C2)cc1C (configuration not stated)	14	-9	2	-14	·	·	-12	·
O=C(CC1C(=O)NCCN1Cc1cccc(C(F)(F)F)c1)NC1CCOCC1 (configuration not stated)	-4	5	10	·	-5	-2	7	3
CC(C)NC(=O)N(C)C[C@H]1Oc2ncc(C#Cc3ccc(F)cc3)cc2C(=O)N([C@H](C)CO)C[C@@H]1C	-22	7	5	6	-4	-3	·	49
COc1ccc(-c2n(Cc3ccccc3)c3ccccc3[n+]2Cc2ccccc2)cc1	-35	27	·	·	2	·	89*	·
COCC(=O)Nc1ccc2c(c1)C(=O)N(C)[C@H]1CC[C@H](CC(=O)NCC(F)(F)F)O[C@@H]1CO2	19	-15	14	4	-3	-2	0	1
O=c1[nH]c2c(c(=O)[nH]1)CCCCCC2	0	11	-5	4	-10	-1	·	0
O=C(Nc1ccc2c(c1)OCCO2)C1CCCN1C(=O)Nc1ccc(F)cc1 (configuration not stated)	4	4	24	·	1	-4	-7	0
COc1ccc(C#Cc2ccc([C@H]3[C@@H](CO)N4CCCCN(Cc5ccncc5)C[C@@H]34)cc2)cc1	3	-54	2	16	6	-6	-97	3
OC[C@@H]1[C@@H](c2ccccc2)C2(CN(Cc3ccccc3F)C2)N1Cc1ccccc1F	-12	8	·	-27	·	·	6	·
CO[C@@H]1CN(C)C(=O)c2cc(NC(=O)Nc3cc(F)ccc3F)ccc2OC[C@@H](C)N(C(=O)c2cnccn2)C[C@H]1C	-24	1	-2	0	3	2	-5	-2
COc1cc(/C=N/n2cnnc2)ccc1Oc1nc(Cl)ncc1F	-1	42	-16	14	-2	0	-27	7
CC(=O)c1ccc(OCc2cc(C(=O)N(C)CCOc3ccc(C)cc3)no2)cc1	-15	-53	·	2	-2	-1	-246	-3
Cc1noc(C)c1COC(=O)CCOc1ccccc1	·	·	-3	-8	15	6	-8	0
O=C(NCC(c1ccco1)N1CCc2ccccc2C1)C(=O)Nc1ccccc1 (configuration not stated)	5	6	-14	-7	1	0	1	-2
CCOc1ccc(OCCOCCN2CCCC2)cc1	15	-4	-32	8	-8	1	-21	-4

Seven entries drawn at random from the list so far, as already listed:
SMILES	GSIS activator	LGR2 inh	C2C12 statin	PGC1a acetyl inh	ARNT-TACC3 inh	PglD inh	PAX8 inh HTS	Cneo AK release
Cc1ccc(SCC(=O)NC2CCS(=O)(=O)C2)cc1C (configuration not stated)	14	-9	2	-14	·	·	-12	·
O=C(NCC(c1ccco1)N1CCc2ccccc2C1)C(=O)Nc1ccccc1 (configuration not stated)	5	6	-14	-7	1	0	1	-2
Cc1noc(C)c1COC(=O)CCOc1ccccc1	·	·	-3	-8	15	6	-8	0
CC(=O)c1ccc(OCc2cc(C(=O)N(C)CCOc3ccc(C)cc3)no2)cc1	-15	-53	·	2	-2	-1	-246	-3
CO[C@@H]1CN(C)C(=O)c2cc(NC(=O)Nc3cc(F)ccc3F)ccc2OC[C@@H](C)N(C(=O)c2cnccn2)C[C@H]1C	-24	1	-2	0	3	2	-5	-2
COc1ccc(-c2n(Cc3ccccc3)c3ccccc3[n+]2Cc2ccccc2)cc1	-35	27	·	·	2	·	89*	·
COCC(=O)Nc1ccc2c(c1)C(=O)N(C)[C@H]1CC[C@H](CC(=O)NCC(F)(F)F)O[C@@H]1CO2	19	-15	14	4	-3	-2	0	1

Assay outcomes: PubChem BioAssay, Broad Institute
